14-3-3 PPI: modulators of human 14-3-3 gamma - Raf peptide interaction | P61981 | FP, 14-3-3gamma / TMR-pS259-Raf peptide binding | inhibition, % at 40 µM | 160,000 tested, 0.19% active | AID 422; in the data active = inhibition above about 30%;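 also: 0% = protein plus tracer without compound and 100% = blank with tracer alone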
Target sequence (P61981 whole entry, looked up): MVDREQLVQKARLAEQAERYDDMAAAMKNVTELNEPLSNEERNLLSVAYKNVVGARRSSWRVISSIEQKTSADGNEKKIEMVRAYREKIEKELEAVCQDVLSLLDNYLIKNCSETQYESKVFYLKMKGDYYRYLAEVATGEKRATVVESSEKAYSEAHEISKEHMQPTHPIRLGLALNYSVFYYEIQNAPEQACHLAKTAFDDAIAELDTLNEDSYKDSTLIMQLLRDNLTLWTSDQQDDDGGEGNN
* = called active by the depositor; & = joins results of further samples.

SMILES | 14-3-3 PPI
CCN(CC)C(=O)c1cc2c(=O)n3cccc(C)c3nc2s1 | -10
CCOC(=O)c1c(NC(=O)c2cccc(N3C(=O)CCC3=O)c2)sc(C)c1C | -7
C=CCN1C(=O)c2ccccc2Sc2ccc(C(=O)N3CCN(c4ncccn4)CC3)cc21 | 5
COc1ccc(OC)c(N=c2oc3c(C)ncc(COC(C)=O)c3cc2C(=O)Nc2ccc(C)cc2)c1 | -13
COc1ccccc1N1CCN(S(=O)(=O)c2c(C)sc3ncn(CC(=O)N(C)c4ccc(Cl)cc4)c(=O)c23)CC1 | -16
Cc1ncc(-c2cc3cc([N+](=O)[O-])ccc3oc2=O)s1 | -3
COCc1cc(=O)[nH]c(SCC(=O)Nc2ccc(C(=O)OC)cc2)n1 | -10
O=[N+]([O-])c1ccc(CSc2nnnn2-c2ccc(Cl)cc2)cc1 | -51
CC1(C)CC(=O)C2=C(C1)C(c1ccccc1Cl)Nc1ccc3ccccc3c12 (centres undefined) | -6
O=C1c2cccnc2C(=O)N1CC1CCCO1 (centres undefined) | -2
Cc1nc(N2CCN(Cc3ccccc3)CC2)c(C#N)c2c1COC(C)(C)C2 | 6
O=C(NCCSCc1ccccc1)c1ccc2c(=O)n(C3CCCCC3)c(=S)[nH]c2c1 | -6
COc1ccc(S(=O)(=O)Nc2nnc(C(C)C)s2)cc1 | -1&1
CCOc1ccc(N(CC(=O)NC2CCCC(C)C2C)S(=O)(=O)c2c(C)noc2C)cc1 (centres undefined) | 0
Cc1ccc2oc(-c3ccc(NC(=O)c4ccc5c(c4)OCO5)cc3)nc2c1 | -97
CCC(C)n1nnc2c(=O)oc3ccccc3c21 (centres undefined) | 1
CCN(CC)S(=O)(=O)c1ccc(OCC(=O)NCc2ccccc2)cc1 | -5
CC(=O)N1N=C(c2c(-c3ccccc3)c3cc([N+](=O)[O-])ccc3[nH]c2=O)CC1c1cccc(Br)c1 (centres undefined) | 1
O=C(NCN1CCN(c2ccccn2)CC1)c1cnccn1 | -4
COc1ccc(OC)c(C2NC(c3cc(OC)ccc3OC)C3CCCC2C3=O)c1 (centres undefined) | 0
CCOC(=O)COc1ccc2cc(C(=O)OCC)c(=O)oc2c1 | -6
CSC1=NCCN1C(=O)C(C)Oc1ccccc1 (centres undefined) | 1
Cc1ccc(C(=O)CSc2ncn[nH]2)cc1 | -5&-6
COc1ccc(OC)c(-n2nnnc2SCC(=O)Nc2ccc(C(=O)N3CCCCC3)cc2)c1 | -7
Cc1nc(N)sc1-c1nnc(SCC(=O)Nc2nccs2)n1C | 8
O=C1CSC(c2cn(-c3ccccc3)nc2-c2cccs2)N1CC1CCCO1 (centres undefined) | 0
CCOc1ccc(NC(=O)c2ccc(F)c(S(=O)(=O)N3CCCCC3)c2)cc1 | -10
Nc1nc(SCC(=O)NCCO)nc2sc3c(c12)CCCC3 | -3
Nc1ncnc2c1ncn2[C@@H]1O[C@H](COP(=O)(O)OP(=O)(O)OP(=O)(O)OP(=O)(O)OC[C@@H]2O[C@H](n3cnc4c(N)ncnc43)C(O)[C@@H]2O)[C@H](O)C1O (some centres undefined) | -1
O=C(CN1C(=O)C2C3C=CC(C3)C2C1=O)Nc1ccc2c(c1)OCCO2 (centres undefined) | 0
O=C1CC(c2cccs2)CC2=C1C(c1coc3ccccc3c1=O)Nc1ccccc1N2 (centres undefined) | 1
Cc1ccc(C2SCC(=O)N2Cc2ccccc2)cc1 (centres undefined) | -30
CCOC(=O)CNC(=O)CN1C(=O)CCS(=O)(=O)c2ccccc21 | -4
COc1ccc(S(=O)(=O)N2CCOCC2)cc1C(=O)Nc1ccon1 | -10
Cc1ccc(NCc2nnc(SCC(N)=O)n2CCc2ccccc2)cc1 | -3
CCOC(=O)N1CCC(c2nc(C)sc2C(=O)O)CC1 | 1
Cc1ccc2c(c1)C(=O)c1cnc(C)cc1-2 | -8
Cc1ccc(-c2cc(C(F)(F)C(F)F)[nH]n2)cc1 | 7
CCN1C(=O)/C(=C/N2CC(C)CC(C)C2)SC1=S (centres undefined) | -16
Cc1ccc(C)c(N2C(=O)C3C4C=CC(C4=C4CCCC4)C3C2=O)c1 (centres undefined) | 2
O=C(Nc1ccccc1C(=O)N1CCOCC1)c1cccc(S(=O)(=O)N2CCCCC2)c1 | 4
O=C(Nc1ccc2c(c1)OCCO2)NC12CC3CC(CC(C3)C1)C2 | 1
O=C(O)CCNS(=O)(=O)c1cccs1 | -6
COc1ccc(C(CC(=O)c2ccco2)Sc2cccc3cccnc23)cc1OC (centres undefined) | 3
O=C(NC1CC1)c1cc2nc(-c3cccs3)cc(C(F)(F)Cl)n2n1 | 20
CCc1ccc2nc(N3CCC(C(=O)NCCN(C)C)CC3)sc2c1 | 0
Cn1c(C(=O)NCCN2CCc3ccccc3C2)cc2c(=O)n(C)c3ccccc3c21 | -5
Cc1ccc(CNC(=O)Cn2c(=O)c3sccc3n(Cc3ccc([N+](=O)[O-])cc3)c2=O)cc1 | -2
CCCCOc1cccc(C2(C(=O)O)CCCC2)c1 | -1
COc1ccc(-n2c(-c3ccc(OC)c(OC)c3)n[nH]c2=S)cc1 | 8
COc1cc(NS(=O)(=O)c2cc(Br)cc3c2N(C(C)=O)C(C)C3)cc(OC)c1 (centres undefined) | 4
Cc1cc2n(n1)C(c1cn(-c3ccccc3)nc1C)Nc1ccccc1-2 (centres undefined) | -6
COC(=O)CSc1nc(N)nc(C)c1Br | 3
COc1ccc(NC(=O)CC2SC(N)=NC2=O)cc1 (centres undefined) | 7
Cc1ccccc1-c1nc(CS(=O)(=O)CC(=O)NCCCN2CCCC2=O)c(C)o1 | -7
CCOCC(=O)Nc1scc2c(C(=O)OCC)nn(-c3ccc(Cl)cc3)c(=O)c12 | -11
O=C(Nc1cccc(Br)c1)c1cc2ccccc2c(=O)o1 | -4
O=C(CN1CCN(Cc2ccccc2Cl)C1=O)NCCN1CCOCC1 | -5
Cc1c(-c2ccccc2)[n+](=O)c2c(n1[O-])CCCCC2 | 3
Cc1cccc(C2N3CC4([N+](=O)[O-])CN2CC([N+](=O)[O-])(C3)C4(C)C)c1 (centres undefined) | -8
New compounds follow.
SMILES | 14-3-3 PPI
Cn1nc(CC(=O)NCCN2C(=O)CSC2=O)c2ccccc2c1=O | -5&-3
Cc1ccc2oc(=O)c3cnn(CC(=O)NCCN(C)C)c3c2c1 | 0
Cc1oc(C(=O)O)cc1COc1cccc2cccnc12 | -4
O=C(Oc1ccc(-c2nc3ccc([N+](=O)[O-])cc3[nH]2)cc1)C1CCCCC1 | -32
O=S1(=O)CCC(NS(=O)(=O)/C=C/c2ccccc2)C1 (centres undefined) | 13
CCC(=O)N1CCc2cc(S(=O)(=O)CCC(=O)Nc3ccc(CC)cc3)ccc21 | 1&9
Cc1ccc(-c2nn(-c3ccccc3)c3[nH]c(=O)c(CNCCN(C)C)cc23)cc1 | -2
O=[N+]([O-])c1ccc2c(c1)C1C=CCC1C(c1ccccc1F)N2 (centres undefined) | -3
CCOC(=O)C1CCN(S(=O)(=O)c2ccc3c(c2)CCN3C(=O)C2CC2)CC1 | -11
COc1ccccc1N1CCN(C(=O)c2cc(-c3ccco3)on2)CC1 | -6
Cc1ccc(C(=O)O)c(NC(=O)c2ccccc2)c1 | -21
CCOc1ccc(-n2ccnc2SCC(=O)Nc2ccccc2)cc1 | 0
Cc1nc(/N=C\N(C)C)sc1C(=O)Nc1ccccc1 | -5
Cn1c(=O)c2c(nc(SCCN3CCOCC3)n2Cc2ccc(Cl)cc2)n(C)c1=O | 2
Cc1ccc(N2C=NNC(=O)C2)cc1C | -2
COC(=O)c1c(NC(=O)c2cccc(Br)c2)sc2c1CCC(C)C2 (centres undefined) | -5
Cc1ccc(Sc2c(C)nn(C(=O)C3CCCN3S(=O)(=O)c3ccc(F)cc3)c2C)cc1 (centres undefined) | 6
Cc1ccc(C(C(=O)NC2CCCCC2)N(CCC(C)C)C(=O)CNC(=O)c2ccco2)o1 (centres undefined) | -6
COc1ccc(C(=O)Nc2c(C)ccc3nsnc23)cc1 | -3
C=CCSc1ncnc2sc3c(c12)CCCC3 | -12
CC1=C(C(=O)Nc2ccc(C)cc2C)C(c2ccccc2Br)NC(=S)N1 (centres undefined) | -2
COc1ccc(CN2CCN(C(=O)c3cccnc3)CC2)cc1Br | -8
Cc1cc(C)c2nc(C)cc(Nc3cccc(O)c3)c2c1 | -27
O=C(c1cc2cc3ccc(Cl)cc3nc2o1)N1CCN(c2cccc(Cl)c2)CC1 | 8
O=C(CCNc1cc(Cl)cc(Cl)c1)c1ccco1 | -12
CCC1(C)N(O)C(C)(C)C(c2ccc(OC)cc2)=[N+]1[O-] (centres undefined) | 0
Cc1ccc2c(CC(=O)O)coc2c1 | -5
COc1ccccc1-n1cnc2cc(C(=O)NCCCN3CCOCC3)ccc21 | -14
CCCN1CNC(=S)N(Cc2ccccc2)C1 | -1
COc1cccc2c1OC1(C)CC2NC(=O)N1c1cccc(C(=O)N2CCN(c3ccccc3F)CC2)c1 (centres undefined) | 1
Cc1ccccc1-c1n[nH]c(=S)o1 | -5&-1
CCOC(=O)CC(=O)CSc1nnc2sc3ccccc3n12 | 5
COc1ccc(N2CCN(C(=O)CC(NC(N)=O)c3cccc(Oc4ccccc4)c3)CC2)cc1 (centres undefined) | -4
O=S(=O)(NC1CCCCCC1)c1ccc2nc(-c3ccccc3)[nH]c2c1 | -8
CSc1nc(-c2ccco2)nn1C(=O)Cc1ccccc1 | -4
Cc1c(Cl)cccc1NC(=O)C(=O)NCCc1c[nH]c2ccccc12 | -1

Arranged by number of heavy atoms (smallest number first): part of the list above.
SMILES | 14-3-3 PPI
Cc1ccc2c(CC(=O)O)coc2c1 | -5
COC(=O)CSc1nc(N)nc(C)c1Br | 3
Cc1ccc2c(c1)C(=O)c1cnc(C)cc1-2 | -8
CCCN1CNC(=S)N(Cc2ccccc2)C1 | -1
Cc1c(-c2ccccc2)[n+](=O)c2c(n1[O-])CCCCC2 | 3
Cc1cc(C)c2nc(C)cc(Nc3cccc(O)c3)c2c1 | -27
O=C(NCN1CCN(c2ccccn2)CC1)c1cnccn1 | -4
Cc1nc(N)sc1-c1nnc(SCC(=O)Nc2nccs2)n1C | 8
CCOC(=O)CNC(=O)CN1C(=O)CCS(=O)(=O)c2ccccc21 | -4
CCc1ccc2nc(N3CCC(C(=O)NCCN(C)C)CC3)sc2c1 | 0
O=S(=O)(NC1CCCCCC1)c1ccc2nc(-c3ccccc3)[nH]c2c1 | -8
COc1cc(NS(=O)(=O)c2cc(Br)cc3c2N(C(C)=O)C(C)C3)cc(OC)c1 (centres undefined) | 4
CCOCC(=O)Nc1scc2c(C(=O)OCC)nn(-c3ccc(Cl)cc3)c(=O)c12 | -11
O=C(NCCSCc1ccccc1)c1ccc2c(=O)n(C3CCCCC3)c(=S)[nH]c2c1 | -6
O=C(Nc1ccccc1C(=O)N1CCOCC1)c1cccc(S(=O)(=O)N2CCCCC2)c1 | 4
CC(=O)N1N=C(c2c(-c3ccccc3)c3cc([N+](=O)[O-])ccc3[nH]c2=O)CC1c1cccc(Br)c1 (centres undefined) | 1
COc1ccc(OC)c(N=c2oc3c(C)ncc(COC(C)=O)c3cc2C(=O)Nc2ccc(C)cc2)c1 | -13

Next section:
SMILES | 14-3-3 PPI
CCc1ccc(-n2c(=O)c3c4c(sc3n(CC(=O)NCCCOC)c2=O)CCC4)cc1 | -10
CCOc1ccc(S(=O)(=O)Nc2cc(Cl)ccc2O)cc1 | 1
Nc1nonc1-c1nc2ccccc2n1Cc1cccc(C(F)(F)F)c1 | -41
COc1ccc(C(=O)OC(N)c2ccccn2)cc1F (centres undefined) | -6
C=CCn1c(Cc2nc3ccc(Cl)cc3[nH]2)n[nH]c1=S | 5
CCCOc1ccc(C2Nc3ccccc3NC3=C2C(=O)CC(c2ccc(C)cc2)C3)cc1 (centres undefined) | -1
CC(=O)Nc1nc(C)c(-c2csc(Nc3ccc(O)cc3)n2)s1 | -5&2
CCOc1ccccc1N(CC(=O)O)S(=O)(=O)c1ccc(C)cc1 | -6
CCCCCCn1c(COc2ccccc2)nc2ccccc21 | -4
CC(=O)Nc1ccc(N2CCCCC2)cc1 | -4
CCCCc1[nH]nc2c1C1(C(=O)N(CC)c3ccccc31)C(C#N)=C(N)O2 (centres undefined) | -3
O=C(NCc1ccc(F)cc1)c1cc2c(=O)n3ccccc3nc2s1 | -6
C#CCSc1nc2c(c(=O)n1C1CCOC(C)(C)C1)C1(CCCC1)Cc1ccccc1-2 (centres undefined) | -9
COc1ccc(N(CC(=O)NCc2ccco2)S(=O)(=O)c2ccc(C)cc2)cc1 | 2
Cc1nc2cccc(C(=O)NCc3ccccc3)c2o1 | -20
Fc1ccccc1-c1nc(N2CCN(Cc3ccc4c(c3)OCO4)CC2)c2ccccc2n1 | -3
C=CCn1c(SCC(=O)NCc2ccco2)nc2sc3c(c2c1=O)CCC3 | -18&-1
CN1CCN(CC(=O)OCCN=C2NS(=O)(=O)c3ccccc32)CC1 | 2
COc1cccc(C2/C(=C(\O)c3c(C)nc4c(C)cccn34)C(=O)C(=O)N2CCCN(C)C)c1 (centres undefined) | 5
O=C(O)c1ccccc1NC(=O)c1[nH]ncc1[N+](=O)[O-] | -4
O=C(Nc1cccc(-c2nc3ncccc3o2)c1)c1ccc([N+](=O)[O-])cc1 | -3
Cc1ccc2c(c1)N(Cc1ccc3c(c1)OCO3)C(=O)C(C)O2 (centres undefined) | -12
c1c2c(cc3c1OCO3)OCN(CC13CC4CC(CC(C4)C1)C3)C2 | 1
CCOC(=O)C1=C(C)NC2=C(C(=O)CC(c3ccccc3)C2)C1c1ccc(N(CC)CC)cc1 (centres undefined) | -2
Cc1ccccc1-n1nc2c(c1NC(=O)C1CCCC1)CS(=O)C2 (centres undefined) | -9
Cc1onc(-c2ccccc2Cl)c1C(=O)Nc1cccc([N+](=O)[O-])c1C | -6
Cn1c2c(c(=O)n(C)c1=O)C(c1ccc(O)c(O)c1)C1=C(N2)c2ccccc2C1=O (centres undefined) | -57
Cn1c(SCC(=O)N2c3ccccc3Sc3ccc(Cl)cc32)nnc1-c1ccco1 | 2
COC(=O)CCc1[nH]c2ccccc2c1Sc1ccccc1 | 7
COc1ccc(C2C=C(c3ccc(Br)s3)Nc3ncnn32)cc1OC (centres undefined) | -10&-32
O=C(Cn1ccccc1=O)c1ccccc1 | -9
O=C(CSc1nc2ccccc2o1)Nc1cccc(C(=O)O)c1 | -1
CC1CCCC(C)N1C(=O)Nc1cccc(Cl)c1 (centres undefined) | -5

Not all compounds are listed; count on the stated rates, not on these rows.
